Furin inhibitor: human furin inhibition; P09958; purified furin, fluorogenic substrate cleavage; inhibition, % at 30 µM; 220,000 tested, 0.061% active; AID 463115; in the data active = inhibition above about 25%; note: inactives centre near -15
Target sequence (P09958 108-714 limits assumed): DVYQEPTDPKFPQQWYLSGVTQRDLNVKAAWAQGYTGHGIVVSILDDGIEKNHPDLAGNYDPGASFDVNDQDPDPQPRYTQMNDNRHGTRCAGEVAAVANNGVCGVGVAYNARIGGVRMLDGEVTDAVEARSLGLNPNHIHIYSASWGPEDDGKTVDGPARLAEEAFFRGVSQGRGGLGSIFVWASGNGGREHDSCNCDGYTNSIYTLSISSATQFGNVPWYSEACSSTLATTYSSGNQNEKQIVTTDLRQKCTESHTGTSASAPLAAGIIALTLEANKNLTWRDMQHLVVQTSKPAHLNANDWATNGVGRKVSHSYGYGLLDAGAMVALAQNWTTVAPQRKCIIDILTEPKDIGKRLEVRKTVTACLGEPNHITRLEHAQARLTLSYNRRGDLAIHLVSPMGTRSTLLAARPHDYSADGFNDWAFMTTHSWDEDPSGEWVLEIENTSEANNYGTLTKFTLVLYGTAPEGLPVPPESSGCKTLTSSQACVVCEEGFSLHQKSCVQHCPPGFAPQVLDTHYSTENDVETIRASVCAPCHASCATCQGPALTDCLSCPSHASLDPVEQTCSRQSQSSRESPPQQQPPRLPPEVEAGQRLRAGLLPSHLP
m-calpain inh: blocks pig calpain II enzyme activity; purified calpain II, fluorogenic peptide substrate, 30 min; inhibition, % at 16 µM; 220,000 tested, 0.37% active;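 active = inhibition above about 50%, limit read from the data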
p47phox inh: inhibitors of human p47phox binding; P14598; p47phox/p22phox peptide binding, fluorescence polarization, 2 h; inhibition, % at 24.7 µM; 220,000 tested, 0.53% active; AID 1274;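 active = inhibition above about 30%, limit read from the data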;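 note: 0% = p47phox with labelled peptide and 100% = labelled peptide alone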
Target sequence (P14598 whole entry, looked up): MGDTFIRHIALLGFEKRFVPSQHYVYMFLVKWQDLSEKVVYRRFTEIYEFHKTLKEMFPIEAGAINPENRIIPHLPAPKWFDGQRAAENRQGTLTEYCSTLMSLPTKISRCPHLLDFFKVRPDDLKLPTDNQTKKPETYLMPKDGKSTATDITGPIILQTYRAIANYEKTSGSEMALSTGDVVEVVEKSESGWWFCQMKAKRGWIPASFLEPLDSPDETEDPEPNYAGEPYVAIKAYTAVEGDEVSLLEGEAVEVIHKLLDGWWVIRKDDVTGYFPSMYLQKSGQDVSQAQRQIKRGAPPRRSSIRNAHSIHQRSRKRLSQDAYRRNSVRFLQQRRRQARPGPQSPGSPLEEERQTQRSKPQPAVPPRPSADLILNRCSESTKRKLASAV
Tb hexokinase: T. brucei hexokinase 1 inhibition. recombinant TbHK1, G6PDH-coupled NADH A340. inhibition, % at 10 µM. 220,000 tested, 0.11% active. AID 1430;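 active = inhibition of 50% or more in the single-dose primary screen; inactive = inhibition below 50%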
Runt-CBFb FRET: Runt domain-CBFb interaction inhibition. Q01196+Q13951. Cerulean-Runt/Venus-CBFb FRET ratio 530/480, 1 h. inhibition, % at 20 µM. 220,000 tested, 0.46% active;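 active = inhibition over about 50% at 20 µM in the single-dose screen, limit read from the data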;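 note: 0% = DMSO wells and 100% = excess unlabeled CBFb competitor control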
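Measured by: fluorescence energy transfer, 422 nm excitation, 530/480 nm emission; Assay system: Cerulean-Runt domain; Medium: Tris pH 7.5 buffer with BSA; Measure: loss of energy transfer signal; Controls: 5 µM unlabeled CBFb as full-inhibition high control; Incubation: protein complex preformed 1 h, compound exposure 1 h, room temperature, dark.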
p97 inhibitor: human p97 ATPase inhibition. 220,000 tested, 0.42% active. recombinant p97 ATPase, Kinase-Glo ATP luminescence, 3 h. inhibition, % at 8 µM; in the data active = inhibition above about 15%;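 note: 0% = DMSO vehicle and 100% = wells lacking enzyme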
Runt-SMMHC FRET: blocks binding of human RUNX1 Runt domain to CBFb-SMMHC; Cerulean-Runt/Venus-CBFb-SMMHC FRET ratio 530/480, 1 h; inhibition, % at 20 µM; 220,000 tested, 0.74% active; AID 1434;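 active = mean inhibition across duplicate retests at 20 µM reaching about 50%, limit read from the data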;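 note: 0% = DMSO wells and 100% = wells with excess untagged CBFb-SMMHC; inhibitors lower the FRET ratio by blocking Runt binding to CBFb-SMMHC; some results filed as inactive read as strong as hits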
RBBP9 inhibitor: inhibitors of human serine hydrolase RBBP9; O75884; recombinant RBBP9, FP-Rh probe fluorescence polarization; inhibition, % at 7.94 µM; 220,000 tested, 0.2% active; AID 1515;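 active = inhibition above the campaign mean of all tested compounds plus 3 SD, cut at about 14% in these data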;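 note: plate controls were DMSO wells with RBBP9 for no effect and wells lacking RBBP9 protein for full effect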
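System: RBBP9 protein / Buffer or medium: Tris/NaCl buffer pH 8.0 with 0.1% Pluronic / Probe or stimulus: Serine-hydrolase probe FP-Rh, 375 nM pre-mixing / Dosing: 7.94 µM single dose, 0.794% DMSO / Times: enzyme-compound preincubation 30 min, then probe labeling 45 min, 25 °C / Technique: fluorescence polarization (mP), excitation 525 nm, emission 598 nm / Replication: singlicate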
EBV gp42 block: blocks Epstein-Barr virus glycoprotein 42 binding. Q1HVG2. Fluorescence polarization binding assay, mP read-out. inhibition, % (tested at 21.74 µM). 220,000 tested, 0.42% active; in the data active = inhibition above about 50%
* = called active by the depositor; i = inactive; . = not tested or not shown; [ ] = another dose, or the depositor's remark.

1) CCOC(=O)c1c(C)[nH]c(C)c1C(=O)COC(=O)c1ccccc1O
2) N#Cc1ccccc1OCCCNC1CCCC1
3) CCC(=O)Nc1c(C(=O)N2CCN(c3ccccn3)CC2)cnn1-c1ccc(Cl)cc1
4) CCOc1ncccc1C(=O)N(CC)CC(=O)Nc1ccc(NC(C)=O)cc1
5) CC1(OC(=O)C2CCCC2)C(=O)C=C2C=C(c3ccsc3)N(C3CC3)C=C2C1=O (stereo not given)
6) COc1ccc(C(=O)N2CCC(n3nnc4cc(F)ccc43)CC2)cc1OC
7) CCOc1ccc(NC(=S)Nc2ccc(OCc3ccccc3)cc2)cc1
8) O=C(CSc1nnc(Cc2ccccc2)n1Cc1ccccc1)NCc1ccco1

assay / compound,1,2,3,4,5,6,7,8
Furin inhibitor,-3,0,-17,-5,-11,-16,-3,-10[20 µM]
m-calpain inh,16,-74,-9,4,-24,4,14,27
p47phox inh,-7,4,5,-2,3,-5,-1,-12
Tb hexokinase,2,10,19,31,-30,2,12,7
Runt-CBFb FRET,2,0,0,-1,5,2,3,-3
p97 inhibitor,-2,-4,6,3,.,6,-1,-2
Runt-SMMHC FRET,0,-1,5,1,27,0,5,-10
RBBP9 inhibitor,-1,-9,-9,-4,.,8,-3,-1
EBV gp42 block,-16,-4,-29,-3,-13,-17,-15,4

9) Cc1ccc(NC2CCCCC2NS(=O)(=O)c2ccc(Cl)cc2)cc1 (stereo not given)
10) Cc1oc(-c2ccc(Cl)cc2)nc1CSCC(=O)NCCCN1CCOCC1
11) Cn1c(=O)oc2cc(S(=O)(=O)NCc3ccccn3)ccc21
12) O=C(O)CCC(=O)NNC(=O)COc1ccc2ccccc2c1Br
13) CCOC(=O)C1C(=O)CC(C)(O)C(C(=O)OCC)C1c1cc(Br)ccc1OC (stereo not given)
14) O=C(Nc1ccc(N2CCN(Cc3ccccc3F)CC2)cc1)c1ccccc1[N+](=O)[O-]
15) COc1ccccc1NS(=O)(=O)c1cccc(C(=O)NN=C2CCCCCC2)c1
16) CCCCCCn1c(NCC)nc2c1c(=O)[nH]c(=O)n2C

assay / compound,9,10,11,12,13,14,15,16
Furin inhibitor,-26,-36,-22,-20,-14[20 µM],-24,0,-22
m-calpain inh,-2,-14,17,-23,10,-32,-3,18
p47phox inh,-24,1,-11,9,2,-3,-10,3
Tb hexokinase,2,5,-1,-4,-5,-2,33,-2
Runt-CBFb FRET,2,-3,2,-1,-1,2,-1,-1
p97 inhibitor,4,1,0,3,-4,7,1,-1
Runt-SMMHC FRET,3,-1,-1,-3,0,-1,-1,-3
RBBP9 inhibitor,-3,-1,5,-9,-6,0,-5,-1
EBV gp42 block,-16,-12,-16,-7,0,-15,-6,-6

One compound at a time, from the list above. Order of values: Furin inhibitor | m-calpain inh | p47phox inh | Tb hexokinase | Runt-CBFb FRET | p97 inhibitor | Runt-SMMHC FRET | RBBP9 inhibitor | EBV gp42 block
Entry for `O=C(O)CCC(=O)NNC(=O)COc1ccc2ccccc2c1Br` = -20 | -23 | 9 | -4 | -1 | 3 | -3 | -9 | -7
Entry for `CCCCCCn1c(NCC)nc2c1c(=O)[nH]c(=O)n2C` = -22 | 18 | 3 | -2 | -1 | -1 | -3 | -1 | -6
Entry for `Cc1oc(-c2ccc(Cl)cc2)nc1CSCC(=O)NCCCN1CCOCC1` = -36 | -14 | 1 | 5 | -3 | 1 | -1 | -1 | -12

Next compounds.
17) CC(C)OCCCNC(=O)c1sc(=S)n(C)c1N
18) Cc1nnc(N/N=C/c2ccc([N+](=O)[O-])cc2)n1N
19) Cc1ccnc(NC(=O)c2ccc([N+](=O)[O-])o2)c1
20) N#C/C(=C\c1ccc(Br)s1)C(=O)N1CCN(c2ccccc2)CC1
21) COc1ccccc1CNCc1cc(Br)ccc1OC
22) Cc1cccc(Nc2nc(CC(=O)O)cs2)c1
23) O=c1c2[nH]c3ccc(F)cc3c2ncn1C1CCCCC1
24) Cc1ccc2nc(NC(=O)C3CCN(S(=O)(=O)c4cccnc4)CC3)sc2c1

assay / compound,17,18,19,20,21,22,23,24
Furin inhibitor,22,-3,-14[20 µM],-24,-15,-26,-17,-14
m-calpain inh,25,37,-45,0,-14,7,-12,-27
p47phox inh,2,-11,-17,-2,4,-2,-13,-20
Tb hexokinase,-35,-25,-19,0,3,-5,22,-18
Runt-CBFb FRET,4,1,-1,1,.,5,-1,-2
p97 inhibitor,-10,3,2,5,-2,10,4,-7
Runt-SMMHC FRET,-6,4,-3,-2,-3,1,-3,2
RBBP9 inhibitor,-10,-5,-5,-3,-6,-4,-9,-13
EBV gp42 block,-13,-6,12,-16,3,-15,-7,-3

25) O=C(Cc1csc(Nc2nc(=S)[nH]c3ccccc23)n1)NCCCN1CCN(c2ccccc2F)CC1
26) O=C1CCC(=O)N1c1ccc(S(=O)(=O)N2CCCC2)cc1
27) CSc1ncccc1C(=O)OCc1ccc(C#N)cc1
28) CCc1c(C)sc(NC(=O)c2cnn3cccnc23)c1C#N
29) COC(=O)c1cc(C(=O)Nc2ccc(Cl)cn2)cc([N+](=O)[O-])c1
30) COC(=O)NC1CCS(=O)(=O)C1 (stereo not given)
31) COc1cccc(C(=O)NC2CCN(C(=O)N3c4ccccc4Sc4ccccc43)CC2)c1
32) CCOc1ccc(NC(=O)c2ccc(CSc3nnc(C)s3)cc2)cc1

assay / compound,25,26,27,28,29,30,31,32
Furin inhibitor,-22,-17,-13[20 µM],-18[20 µM],-26,3,-19[20 µM],-30
m-calpain inh,-179,-8,-18,20,7,-17,40,-58
p47phox inh,-17,-1,-6,-2,-4,-9,-10,4
Tb hexokinase,-16,-4,-3,-11,3,0,-2,-1
Runt-CBFb FRET,0,1,-1,0,-2,2,-1,-1
p97 inhibitor,2,3,2,3,1,0,0,0
Runt-SMMHC FRET,-2,-4,4,-5,4,-4,-6,3
RBBP9 inhibitor,-6,-2,8,3,-9,-14,-5,5
EBV gp42 block,-31,-14,-16,-1,5,-10,3,-13

33) N#CCCn1nc(-c2ccc(Cl)cc2)cc1Nc1ccccc1NC(=O)C(F)(F)F
34) COC(=O)CSc1nnc(COc2ccc([N+](=O)[O-])cc2)n1C
35) COc1ccc(CCNC(=O)Cn2nnc(-c3ccccc3F)n2)cc1OC
36) COc1cccc(/C=N/n2c(-c3cc(C)[nH]n3)n[nH]c2=S)c1OC
37) CN1c2ccccc2C(C)(C)C12C=Cc1cc(O)ccc1O2 (stereo not given)
38) CCOc1ccc(NC(=O)c2ccc3nccnc3c2)cc1
39) O=C(O)CCCCCNS(=O)(=O)c1ccc2c(c1)OCCO2
40) COc1ccccc1Nc1ncc(-c2cccs2)s1

assay / compound,33,34,35,36,37,38,39,40
Furin inhibitor,-5,-7,9[20 µM],-24,13,-5[20 µM],-12,-8
m-calpain inh,21,35,30,-24,-30,8,11,-48
p47phox inh,-10,1,4,-15,-61,-1,2,-2
Tb hexokinase,-2,-6,-3,-6,-4,-16,-3,-6
Runt-CBFb FRET,3,-1,0,9,-4,-1,-2,18
p97 inhibitor,3,-5,3,7,1,-2,6,2
Runt-SMMHC FRET,0,-4,-1,8,-8,1,-1,11
RBBP9 inhibitor,-5,-13,-8,-7,-53,-2,-2,-1
EBV gp42 block,-5,1,-22,-6,-20,-22,8,0

41) CCOC(=O)C1CCN(C(=O)c2ccc(Cl)c(S(=O)(=O)N3CCOCC3)c2)CC1
42) O=C(CN1CC(=O)Nc2ccccc21)Nc1ccc(F)c(F)c1
43) CCN(CC)c1nc2ccccc2nc1C(C#N)C(=O)NCCCOC (stereo not given)
44) c1ccc(C2=Nn3c(Cn4nnc5ccccc54)nnc3SC2)cc1
45) CCOC(=O)CNC(=O)CSc1nnc(COc2ccc(Cl)cc2)n1CC
46) CCCC(=O)OCCNC(=O)c1cc2ccccc2oc1=O
47) CC1C(=O)CCN(C(C)(C)C)C1C (stereo not given)
48) CCC1(C)Cc2ccccc2-c2nc(NCCO)[nH]c(=O)c21 (stereo not given)

assay / compound,41,42,43,44,45,46,47,48
Furin inhibitor,-23,-17,12,-29,1,-22,-21[20 µM],-27[20 µM]
m-calpain inh,9,-45,-135,13,-14,-42,1,i
p47phox inh,-3,-5,2,-3,3,-9,-5,-8
Tb hexokinase,0,-6,-2,-1,-3,-17,-2,-22
Runt-CBFb FRET,2,4,67*,-2,-3,0,1,2
p97 inhibitor,3,4,-7,5,-4,4,-2,5
Runt-SMMHC FRET,-2,13,61*,1,3,-1,3,0
RBBP9 inhibitor,-6,-3,1,-1,-2,0,3,-6
EBV gp42 block,-15,-4,4,-12,5,-13,-24,-6

Five structures from above, ordered by number of heavy atoms, rising.
19) Cc1ccnc(NC(=O)c2ccc([N+](=O)[O-])o2)c1
21) COc1ccccc1CNCc1cc(Br)ccc1OC
28) CCc1c(C)sc(NC(=O)c2cnn3cccnc23)c1C#N
36) COc1cccc(/C=N/n2c(-c3cc(C)[nH]n3)n[nH]c2=S)c1OC
43) CCN(CC)c1nc2ccccc2nc1C(C#N)C(=O)NCCCOC (stereo not given)

assay / compound,19,21,28,36,43
Furin inhibitor,-14[20 µM],-15,-18[20 µM],-24,12
m-calpain inh,-45,-14,20,-24,-135
p47phox inh,-17,4,-2,-15,2
Tb hexokinase,-19,3,-11,-6,-2
Runt-CBFb FRET,-1,.,0,9,67*
p97 inhibitor,2,-2,3,7,-7
Runt-SMMHC FRET,-3,-3,-5,8,61*
RBBP9 inhibitor,-5,-6,3,-7,1
EBV gp42 block,12,3,-1,-6,4

(continued)
49) COc1ccc(-n2c(C)nn(CC3CC3)c2=O)cc1
50) COc1ccccc1NC(=O)c1ccc(NC(=O)COC(=O)C2CC2C)cc1 (stereo not given)
51) CCN(CC)C(=S)NC(=O)c1cccnc1
52) Cc1ccc(Nc2nnc(C(C)(C)C)c(=O)n2N)cc1
53) CC(=O)N1CCOCCOCCN(C(C)=O)CCOCCOCC1
54) CCSc1ccc(C(=O)NCC(=O)O)cc1

assay / compound,49,50,51,52,53,54
Furin inhibitor,-29,-21,-21,-10,-19,-22
m-calpain inh,12,16,-21,0,-18,-16
p47phox inh,-5,-12,6,-5,6,-4
Tb hexokinase,-4,9,-3,-7,-7,-10
Runt-CBFb FRET,1,-3,5,2,1,0
p97 inhibitor,-1,-5,5,4,-2,10
Runt-SMMHC FRET,-6,-4,1,2,-2,0
RBBP9 inhibitor,-6,-6,-2,-2,-1,6
EBV gp42 block,-5,19,-9,-4,4,-8

From PubChem
